Source: PubChem (several laboratories)
ADAM10 inh = human ADAM10 inhibitors, primary screen, biochemical, QFRET, HTS. Disintegrin and metalloproteinase domain-containing protein 10 (Homo sapiens), O14672. recombinant ADAM10, EDANS/DABCYL FRET peptide cleavage, 3 h. inhibition, % at 7 µM. 0.62% of 370,000 active;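 active means inhibition above a per-campaign cutoff equal to the mean of compounds falling between control-based bounds plus 3 SD, cut at about 20% in these data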;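 further: 0% = DMSO wells while the 100% control is not disclosed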
SMARCA2 act = SMARCA2 (BRM) function activators, primary screen, cell-based, luminescence, high throughput; MG213 cells, MMTV-luciferase reporter, dexamethasone, overnight; activation, % at 9.1 µM; 1% of 370,000 active; AID 652017, 2013; in the data active means activation above about 7.8%;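 further: 0% = vehicle wells and 100% = reference activator wells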
ADAM17 inh = ADAM17 inhibitors, primary screen, biochemical, QFRET. recombinant ADAM17, EDANS/DABCYL FRET peptide cleavage. inhibition, % at 6.95 µM. 0.83% of 370,000 active;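 active means inhibition above the mean of compounds lying between control limits plus 3 SD, set per campaign, cut at about 8.5% in these data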;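 further: 0% = DMSO-only wells as the low control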
DAX1 inh-1 = DAX1 (NR0B1) inhibitors, primary screen, cell-based, HEK293, Gal4-DAX1, luciferase luminescence | Nuclear receptor subfamily 0 group B member 1 (Homo sapiens), P51843 | HEK293 Gal4-DAX1 luciferase reporter | inhibition, % at 6.75 µM | 0.99% of 340,000 active | AID 504766, 2011;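 active means inhibition above the mean over all tested compounds plus 3 SD, cut at about 4.2% in these data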;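 further: 0% = DAX1-transfected cells with DMSO and 100% = empty-vector control cells with DMSO; inhibition shows as a rise in luminescence from relieved DAX1 repression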
PG9 Ab binder = binders of HIV-1 gp120 antibody PG9, primary screen, biochemical, TR-FRET. HIV-1 gp120 / PG9 antibody interaction. TR-FRET gp120-PG9 antibody binding. inhibition, % at 6.7 µM. 0.43% of 360,000 active; in the data active means inhibition above about 8.5%
ssDAF-12 act = S. stercoralis DAF-12 nuclear receptor activators, primary screen, cell-based, luminescence, HEK293, GRIP1 co-expression, lit1-tk-luc | Nuclear hormone receptor DAF-12 (Strongyloides stercoralis) | HEK293 ssDAF-12/GRIP1 lit1-tk-luc reporter; % of 3 µM dafachronic acid response | activation, % at 6.8 µM | 1% of 370,000 active | AID 652126, 2013;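 active means activation above the mean over all tested compounds plus 3 SD, cut at about 0.9% in these data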;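 further: 0% = DMSO-only wells and 100% = 3 µM delta7-dafachronic acid wells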
hcDAF-12 act = H. contortus DAF-12 nuclear receptor activators, primary screen, cell-based, luminescence, HEK293, lit1-tk-luc reporter; HEK293 hcDAF-12 lit1-tk-luc reporter; 0% DMSO, 100% Δ7-dafachronic acid; AID 652067, 2013; 1.4% of 370,000 active; activation, % at 6.8 µM;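 active means activation above the mean of all tested compounds plus 3 SD, cut at about 5.5% in these data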;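 further: 100% = response to 3 µM Δ7-dafachronic acid high control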
GC-A act = GC-A stimulated cGMP production enhancers – HEK293 GC-A cells, cGMP TR-FRET, EC30 ANP, primary screen. 0% at EC30 ANP, 100% saturating ANP. activation, % at 10 µM. 0.14% of 370,000 active. AID 1671463, 2021; in the data active means activation above about 40%
Target sequence (P16066 whole entry, looked up): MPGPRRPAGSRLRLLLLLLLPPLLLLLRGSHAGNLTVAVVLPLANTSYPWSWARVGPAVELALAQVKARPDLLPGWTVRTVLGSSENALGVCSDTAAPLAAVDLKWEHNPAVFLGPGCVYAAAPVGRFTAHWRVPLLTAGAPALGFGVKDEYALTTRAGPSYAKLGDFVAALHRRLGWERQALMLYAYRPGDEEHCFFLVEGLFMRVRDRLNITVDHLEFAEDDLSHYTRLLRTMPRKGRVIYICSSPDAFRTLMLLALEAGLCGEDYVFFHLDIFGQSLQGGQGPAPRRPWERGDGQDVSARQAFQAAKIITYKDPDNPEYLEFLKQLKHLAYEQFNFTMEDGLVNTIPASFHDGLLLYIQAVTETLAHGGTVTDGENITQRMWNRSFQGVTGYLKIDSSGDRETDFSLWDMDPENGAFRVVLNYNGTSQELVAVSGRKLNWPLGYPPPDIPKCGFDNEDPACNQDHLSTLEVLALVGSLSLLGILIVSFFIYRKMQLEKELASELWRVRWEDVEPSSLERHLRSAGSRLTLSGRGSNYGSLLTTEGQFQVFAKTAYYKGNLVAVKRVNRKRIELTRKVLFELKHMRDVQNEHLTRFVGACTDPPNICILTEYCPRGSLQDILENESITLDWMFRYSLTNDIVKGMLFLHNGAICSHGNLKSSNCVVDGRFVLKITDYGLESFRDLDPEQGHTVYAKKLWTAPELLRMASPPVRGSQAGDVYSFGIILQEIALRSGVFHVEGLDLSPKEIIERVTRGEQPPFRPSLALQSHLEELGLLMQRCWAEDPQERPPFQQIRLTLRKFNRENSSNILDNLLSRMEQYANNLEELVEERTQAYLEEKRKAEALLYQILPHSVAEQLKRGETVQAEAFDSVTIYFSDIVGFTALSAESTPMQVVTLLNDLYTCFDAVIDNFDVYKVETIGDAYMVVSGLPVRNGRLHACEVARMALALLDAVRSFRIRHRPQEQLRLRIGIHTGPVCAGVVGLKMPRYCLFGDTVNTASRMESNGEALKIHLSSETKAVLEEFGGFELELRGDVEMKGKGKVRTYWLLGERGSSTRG
DAX1 inh-2 = DAX1 (NR0B1) inhibitors on StAR promoter, primary screen, cell-based, luminescence, SF-1 (NR5A1), full-length DAX-1 | inhibition, % at 6.8 µM | 1.1% of 370,000 active | AID 652010, 2013 | HEK293T StAR-luciferase reporter, SF-1/DAX-1 repression relief;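 active means inhibition above the mean over all tested compounds plus 3 SD, cut at about 3.6% in these data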;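 further: 0% = DAX-1 cells with DMSO and 100% = cells lacking DAX-1 with DMSO; higher inhibition means more luminescence from relief of DAX-1 repression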
GAA850 FXN act = FXN promoter activators, primary screen, cell-based, luciferase luminescence, HEK293 lucGAA850; HEK293 lucGAA850 FXN promoter luciferase reporter, 24 h; percent of 10 µM SAHA response; activation, % at 6 µM; 0.56% of 360,000 active; AID 540364, 2011;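 active means activation above the average of all compounds screened plus 3 SD, cutoff fixed separately per campaign, cut at about 7.5% in these data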;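 further: 0% = DMSO wells and 100% = 10 µM SAHA wells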
hgDAF-12 ag = H. glycines DAF-12 receptor agonists, primary screen, cell-based, luminescence, HEK293, GAL4 fusion, UAS-luciferase; Nuclear hormone receptor DAF-12 (Heterodera glycines), GAL4 fusion; HEK293 GAL4-hgDAF12 UAS-luciferase reporter, agonist luminescence; normalized to butyrate control; activation, % at 6.8 µM; 1.8% of 370,000 active;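 active means activation above a cutoff set at the mean of all screened compounds plus 3 SD, cut at about 10% in these data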;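 further: 0% = DMSO wells and 100% = sodium butyrate wells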
Numbers without * were called inactive; / = no result given.

SMILES	ADAM10 inh	SMARCA2 act	ADAM17 inh	DAX1 inh-1	PG9 Ab binder	ssDAF-12 act	hcDAF-12 act	GC-A act	DAX1 inh-2	GAA850 FXN act	hgDAF-12 ag
Cc1cccc(N2CCN(C(=O)CCCOc3ccccc3)CC2)c1C	4.4	4.4	3.8	2.0	-1.8	-0.2	2.5	4.8	2.5	1.8	6.0
COc1ccc(C(C)=O)cc1COC(=O)c1cc(C)nc2ccccc12	4.6	2.4	-0.1	-0.2	-0.3	-1.1	-1.6	11.1	-1.0	1.6	-0.4
CC(=O)C[C@H](O)CC(=O)[C@@H]1OC(=O)CCCCCCCCc2ccccc21	-5.6	0.0	-4.3	0.6	0.7	-0.8	-0.8	-2.3	0.4	-0.1	-0.5
N=C(c1ccc([N+](=O)[O-])cc1)N1CCCCC1	-4.7	-1.7	-1.1	0.2	0.2	-0.4	-1.5	-1.3	0.4	2.1	-0.5
CC(C(=O)NC1CCCCC1)N1C(=O)C2C3C=CC(C3)C2C1=O (stereo not given)	6.9	1.1	-1.7	-0.1	-3.0	-0.5	-0.5	-0.7	-0.2	0.0	0.4
CCN(CC)c1cc2c(c3c1ccn3C)C1CCC2O1 (stereo not given)	-18.7	1.4	-7.1	/	-3.1	0.9*	-2.3	1.8	-0.2	/	-2.3
CCc1ccc(C2=CC(=O)CC(C)(C)C2=O)cc1	-3.2	-1.6	-1.4	/	-1.0	-0.9	1.2	1.1	-0.1	/	-0.5
CC(Sc1nnnn1-c1ccccc1)C(=O)Nc1ccc(Cl)cn1 (stereo not given)	-22.4	-2.7	-1.3	-1.6	-1.4	-1.2	-1.1	-10.5	-0.8	-1.7	-1.7
O=[N+]([O-])c1ccc(N2CCCCC2)cc1N1CCOCC1	1.4	3.2	-0.6	-0.9	-1.6	-2.0	0.2	1.1	-1.9	2.2	-0.1
O=C(NNC(=O)c1cccc2ccccc12)c1ccc(Cl)c(Cl)c1	-4.8	2.9	-2.1	0.7	-0.1	-1.0	-2.0	2.0	-0.8	-0.5	1.0
CCOc1ccc(S(=O)(=O)NCCC(=O)N2CCN(c3ncccn3)CC2)cc1	-30.7	-1.8	-4.2	0.1	0.8	-1.5	0.1	2.2	0.0	1.7	-1.3
O=C(CNC(=O)c1ccco1)OCC(=O)c1ccc(Cl)cc1Cl	2.9	-3.6	3.9	-1.0	2.7	-0.9	0.4	1.0	0.5	1.1	-0.5
CN(c1ccc(OCC(=O)OCC(=O)c2c(N)n(C)c(=O)n(C)c2=O)cc1)S(=O)(=O)c1ccc2ccccc2c1	17.8	1.2	9.3*	0.7	-0.2	-0.6	-1.8	6.5	0.5	2.1	0.5
O=S(=O)(c1ccc(Br)s1)N1CCN(c2ccc(F)cc2)CC1	3.2	-0.1	3.7	-1.2	-0.6	-1.0	0.9	-9.3	0.1	1.8	-1.3
CCCc1nnc(SCC(=O)N(CC)CC)n1CC1CCCO1 (stereo not given)	-5.3	-2.8	-1.7	5.5*	1.7	-1.2	0.2	1.5	0.4	-0.1	-2.1
O=C(NC(=S)N1CCc2ccccc21)c1ccc(Br)o1	-3.2	3.0	-1.7	0.5	0.1	-0.6	1.1	3.9	-1.1	6.0	1.7
COc1ccc(/C=C/c2nc3sc4c(c3c(=O)o2)CCC4)cc1	-1.0	-0.8	0.1	0.9	1.8	-0.6	-1.2	2.9	-0.1	1.4	-0.5
COC(=O)c1cccc(Nc2ccc([N+](=O)[O-])cn2)c1	-0.7	4.4	1.2	0.3	0.5	-2.1	3.5	2.9	-0.8	1.2	5.8
CN(C)/C=N/C1=C(C#N)C(c2cccs2)c2ccc3ccccc3c2O1 (stereo not given)	-30.1	0.2	-12.4	0.9	-1.2	1.0*	9.4*	-1.4	-1.6	0.6	23.8*
Fc1ccccc1Cn1cc(C(=S)N2CCOCC2)c2ccccc21	4.2	5.2	-0.8	-0.4	-0.8	-1.4	-1.2	2.9	0.3	2.1	1.7
CC(C)C(=O)N1CCC2(CC1)Oc1ccc(Cl)cc1C(=O)C21CC(c2ccccc2)=NO1 (stereo not given)	8.2	-1.3	5.0	0.7	-0.7	-1.4	-1.6	0.2	-0.8	-9.1	-2.0
O=C1CCN(Cc2ccccc2)C=C1c1ccc(Cl)cc1	4.6	-0.5	-0.8	-0.4	-1.4	-1.1	-1.5	-1.4	-0.7	1.1	0.9
Cc1ccc(C)c(Cn2nnc3c(=O)[nH]c(C(=O)Nc4ccc(F)cc4)nc32)c1	-5.9	-4.6	-1.7	0.7	0.7	-1.4	-1.2	-9.7	-0.5	-0.9	-2.0
O=C(CSc1nc(=O)n2ccccc2n1)N1CCCCCC1	-6.2	-1.9	-2.9	0.8	-0.8	-0.6	0.5	-0.1	1.4	0.8	1.7
CCc1ccccc1NC(=O)CN(c1cccc(OC)c1)S(C)(=O)=O	-11.8	-3.4	-0.9	0.8	0.4	-0.5	-0.4	-3.5	0.2	0.5	-1.4
CC(=O)N1CC(C)Sc2ccc(S(=O)(=O)NCc3ccc(Cl)cc3)cc21 (stereo not given)	2.8	-7.7	0.8	-0.8	0.5	-1.9	-2.8	-3.1	-1.1	-0.7	-3.4
Cc1ccccc1-c1cnc(C(O)c2ccc(C(C)(C)C)cc2)[nH]1 (stereo not given)	-1.6	-2.4	2.9	/	-0.6	-0.7	-0.6	0.8	1.0	1.3	-0.6
C=CCn1c(Cc2c(C)[nH]c3ccccc23)nnc1SCC(=O)NCc1ccc(F)cc1	-16.7	-0.7	-4.6	-0.9	0.8	-1.6	-1.3	-3.4	-0.5	-1.3	-1.5
Cc1nc(C)c(C(=O)C2=C(O)C(=O)N(CCN(C)C)C2c2ccco2)s1 (stereo not given)	-6.0	-1.6	-1.4	0.0	-1.2	-0.7	0.2	6.5	-0.2	0.4	-0.6
Cc1cc(C)n(Cc2cnc(N3CCOCC3)s2)n1	-3.0	1.8	-0.5	1.1	-0.7	-1.7	-1.1	2.4	1.2	0.3	0.6
O=c1[nH]n(-c2ccccc2)c(=O)c2ccccc12	-11.9	1.6	-1.1	-0.2	-2.1	-1.2	-0.9	-0.9	0.9	0.6	2.3
O=Cc1ccc(OCCCOc2cccc3cccnc23)cc1	-11.3	0.3	-6.6	0.7	-0.2	-1.9	-0.6	-1.3	-0.5	0.6	5.6
COc1ccc2cc(C3(C)NC(=O)N(CC(=O)NCCC4=CCCCC4)C3=O)ccc2c1 (stereo not given)	4.3	-1.5	4.3	-0.8	2.5	-1.3	-1.6	0.3	-1.4	1.4	-3.4
O=C(N[C@H](C(=O)N1CCC[C@H]1C(=O)NC1CCCC1)C1CCCCC1)c1ccco1	-12.8	-1.3	-6.7	/	-1.1	-1.1	-0.8	0.7	0.5	/	1.9
CCc1nc2ccccc2n1Cc1ccc(F)cc1	8.8	0.2	-3.9	0.0	1.3	-1.4	-2.3	-1.0	-0.3	1.5	4.3
COc1ccc(C2C(C(=O)Nc3ccccc3OC)=C(C)Nc3ncnn32)cc1 (stereo not given)	-19.2	-1.6	-1.2	1.1	-2.4	-1.3	-1.3	-7.0	-0.2	1.6	-0.3
COc1ccc(CCC(=O)OCC(=O)c2ccc(C)cc2)cc1	9.9	1.3	-1.1	-0.1	-2.5	-1.3	0.0	3.4	0.7	-0.1	-0.1
CCCCN1Cc2cc(C(=O)c3cc(OC)ccc3O)cnc2NC1=O	-18.1	-1.8	-8.9	-0.9	-0.7	-1.6	-1.6	0.1	-1.0	-3.2	-1.4
COC(=O)c1cc(NC(=O)c2ccco2)ccc1N1CCOCC1	-1.3	3.7	-1.2	2.1	-1.1	-1.3	-1.2	1.2	-0.2	-0.7	-1.9
Cc1cccc(NC(=O)COC(=O)CCCC2=NS(=O)(=O)c3ccccc3N2)c1	-4.4	0.9	0.1	-0.3	-3.1	-1.0	-0.7	-1.6	0.2	1.7	-0.9
CCOC(=O)c1cc2occc2n1CC(=O)NCCOC	1.1	-1.0	-1.6	1.0	0.9	-1.3	-0.8	-2.0	0.0	-2.5	-0.5
CCOC(=O)C1=C(Nc2ccc(OC)cc2)OCC1=O	-2.7	-1.3	-1.9	3.1	0.9	-0.5	-1.3	-4.2	0.2	-1.2	-1.6
CCSc1nnc(-c2ccccc2N=Cc2c(C)[nH]n(-c3ccccc3)c2=O)c(=O)[nH]1	3.1	1.0	-2.5	0.1	-0.3	-1.0	-2.1	-2.2	0.3	-0.7	4.3
O=C(COc1ccc2ccc(=O)oc2c1)NC1CCS(=O)(=O)C1 (stereo not given)	-156.1	-2.3	-53.8	/	-1.5	-1.0	-1.3	2.4	0.0	1.4	2.4
CC(C)Nc1ncnc2c1cnn2-c1ccc(Cl)cc1	-1.0	3.0	0.2	-1.0	-0.7	0.5	3.6	20.1	4.8*	0.6	16.2*
COc1ccc(OC)c(CN2CCN(c3ccccc3OC)CC2)c1	2.5	-0.6	-2.5	1.4	1.2	-1.1	-0.8	2.2	-0.2	-1.4	-1.2
Cc1ccc(S(=O)(=O)NC(=O)C2(C)CCN2C(=O)Cc2ccc(Cl)cc2Cl)nc1 (stereo not given)	-15.8	-3.7	-4.0	/	0.1	-0.8	3.5	0.6	0.1	0.6	-2.2
COc1ccc(S(=O)(=O)N(CC(=O)N2CCOCC2)c2ccc(F)cc2)cc1OC	11.2	-0.6	-0.7	1.1	-2.2	-0.9	-0.4	-0.4	0.3	0.0	-0.5
Cc1ccc(S(=O)(=O)N2CCCc3cc(NC(=O)c4c(F)cccc4F)ccc32)cc1	16.7	-3.9	12.5*	-0.3	0.4	-1.6	-3.6	-1.3	0.4	5.0	-4.1
N#Cc1ccc(COC(=O)C2CC(=O)N(CCc3ccccc3)C2)cc1 (stereo not given)	-11.9	-1.5	2.4	-0.5	0.4	-1.0	-1.2	-0.8	1.5	0.1	2.3
CCN(CC)C(=O)COc1c(-c2ccco2)oc2ccccc2c1=O	-251.3	5.7	-94.0	0.1	-1.9	-1.1	-1.7	1.1	0.0	1.9	0.3
CC(=O)Nc1ccc(OCC(O)Cn2c3ccccc3c3ccccc32)c(C)c1 (stereo not given)	13.6	-3.5	4.9	-2.1	0.0	-2.4	-3.7	-0.9	-1.6	-0.6	-5.8
CC(C)Oc1ccc2ccccc2c1CNC[C@H]1O[C@@H](n2ccc(N)nc2=O)[C@H](O)[C@@H]1O	-13.3	-1.5	-4.9	2.3	-0.8	-1.0	-0.2	-2.0	0.0	1.5	-0.2
